N-glyco inh = increase of ERlucT glycosylation luciferase signal, primary screen, N-linked glycosylation inhibitor project, D54 ERlucT cells, luminescence, set 2; D54 ERlucT glycosylation luciferase reporter, 24 h; percent of 100 nM tunicamycin response; reporter increase, % at 12.5 µM; 0.23% of 360,000 active; AID 588692, 2011;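 active = mean luciferase reporter signal, scaled so untreated is 0 and the glycosylation-blocking control 100, at or above a set limit in every replicate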;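 also: luciferase carries N-glycosylation sites so blocking glycosylation raises the light; 0% = median of neutral control wells and 100% = median of 100 nM tunicamycin wells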
m5-HT2A agonist = mouse Htr2a agonists via beta-arrestin recruitment, primary screen, cell-based, luminescence; CHO-K1 mHTR2A beta-arrestin complementation; percent of 30 µM serotonin response; activation, % at 7.6 µM; 0.66% of 360,000 active;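 active = activation above a run cutoff, the mean activation of all tested compounds plus 3 SD, cut at about 14% in these data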;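 also: 0% = plate median of compound wells and 100% = 30 µM serotonin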
MC4R antag cAMP = MC4R antagonists of cAMP signaling, primary screen, cell-based, TR-FRET, antagonist arm of biased-ligand search. inhibition, % at 6.5 µM. Melanocortin receptor 4 (Homo sapiens), P32245. AID 540295, 2011. MC4R-expressing cells, MTII-stimulated cAMP, LANCE TR-FRET. 0.48% of 360,000 active;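 active = inhibition above its plate's cutoff, the mean of tested wells on that plate plus 3 SD, cut at about 29% in these data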;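 also: 0% = Melanotan II alone and 100% = Melanotan II plus saturating MCL0020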
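System – human MC4R-expressing U2OS cells · Also added – Melanotan II · Dosing – one concentration, 6.5 µM nominal · Timing – 30-min compound, 1-h challenge, 1-h detection, room temperature · Measured by – Eu-cAMP/anti-cAMP TR-FRET, emission 671 nm · Replicates – singlicate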
hiPSC survival = enhancers of single-cell hiPSC survival, primary screen, ATPlite luminescence. 100% = ROCK inhibitor wells, 0% = DMSO. 0.044% of 360,000 active. survival enhancement, % at 20 µM; in the data active = survival enhancement above about 18%;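 also: cells exposed to compounds for 16 hours before the ATP read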
Cardio protect = cardioprotection against H2O2-induced cell death, primary screen, uHTS, H9c2 cells, ATPLite luminescence | H9c2 cardiomyocytes, H2O2 injury protection, 2 h | protection from H2O2 cell death, % at 20 µM | 0.63% of 360,000 active | AID 588492, 2011;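 active = compounds giving at least 50% protection of heart cells from peroxide-induced death in the single-dose screen, raw or plate-pattern-corrected value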;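 also: 0% = DMSO wells with peroxide and 100% = DMSO wells without peroxide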
aDG glyco act = activators of alpha-DG glycosylation, primary screen, uHTS, Pro5-aDG cells, AlphaScreen; 0.22% of 360,000 active; activation, % at 10 µM; alpha-DG glycosylation AlphaScreen (IIH6); 0% Pro5, 100% B10-LARGE cell signal;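 active = activation of at least 8% versus controls, or a plate z-score of at least 8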;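 also: Pro5 are CHO cells carrying HIG-tagged alpha-DG that lacks glycosylation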
ABHD5-PLIN5 inh = ABHD5-PLIN5 interaction inhibitors, primary screen, cell lysate, split luciferase complementation, luminescence | Perilipin-5 (Homo sapiens) + 1-acylglycerol-3-phosphate O-acyltransferase ABHD5 (Homo … | Split G. princeps luciferase complementation, 4 h | inhibition, % at 4 µM | 0.78% of 360,000 active | AID 602281, 2012;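 active = inhibition above the mean inhibition across every tested compound plus 3 SD, cut at about 22% in these data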;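 also: 0% = DMSO only wells and the 100% control is not disclosed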
Exocytosis inh = LAMP-1 surface exposure blockers, TALL-104 cells – cell-based, flow cytometry, MLPCN library, primary screen; 0.66% of 360,000 active; TALL-104 LAMP-1 surface exposure; cells stimulated with thapsigargin and PMA; inhibition, % at 10 µM;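 active = inhibition above about 55%, limit read from the data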
MC4R ag barr = MC4R agonists recruiting beta-arrestin, primary screen, cell-based, luminescence, agonist arm of biased-ligand search; U2OS MC4R beta-arrestin complementation; percent of melanotan II response, DMSO zero; activation, % at 8.9 µM; 0.98% of 360,000 active; AID 540308, 2011;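 active = activation above a per-plate cutoff, the mean activation of sample wells on that plate plus 3 SD, cut at about 8% in these data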
ABCB6 inh MLPCN = ABCB6 transporter inhibitors, primary screen, K562-ABCB6 cells, flow cytometry, MLPCN library; ATP-binding cassette sub-family B member 6 (Homo sapiens), Q9NP58; K562-ABCB6 porphyrin accumulation, 1 h; active compounds read low; fluorescence ratio to DMSO, % at 10 µM; 0.19% of 360,000 active; AID 602162, 2011;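 active = fluorescence ratio to DMSO below 75%, the collection mean minus 3 SD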;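 also: signal is porphyrin accumulated inside mitochondria; 100% equals median channel fluorescence of DMSO control wells; lower ratio means ABCB6 inhibition with less porphyrin fluorescence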
Target sequence (Q9NP58 whole entry, looked up): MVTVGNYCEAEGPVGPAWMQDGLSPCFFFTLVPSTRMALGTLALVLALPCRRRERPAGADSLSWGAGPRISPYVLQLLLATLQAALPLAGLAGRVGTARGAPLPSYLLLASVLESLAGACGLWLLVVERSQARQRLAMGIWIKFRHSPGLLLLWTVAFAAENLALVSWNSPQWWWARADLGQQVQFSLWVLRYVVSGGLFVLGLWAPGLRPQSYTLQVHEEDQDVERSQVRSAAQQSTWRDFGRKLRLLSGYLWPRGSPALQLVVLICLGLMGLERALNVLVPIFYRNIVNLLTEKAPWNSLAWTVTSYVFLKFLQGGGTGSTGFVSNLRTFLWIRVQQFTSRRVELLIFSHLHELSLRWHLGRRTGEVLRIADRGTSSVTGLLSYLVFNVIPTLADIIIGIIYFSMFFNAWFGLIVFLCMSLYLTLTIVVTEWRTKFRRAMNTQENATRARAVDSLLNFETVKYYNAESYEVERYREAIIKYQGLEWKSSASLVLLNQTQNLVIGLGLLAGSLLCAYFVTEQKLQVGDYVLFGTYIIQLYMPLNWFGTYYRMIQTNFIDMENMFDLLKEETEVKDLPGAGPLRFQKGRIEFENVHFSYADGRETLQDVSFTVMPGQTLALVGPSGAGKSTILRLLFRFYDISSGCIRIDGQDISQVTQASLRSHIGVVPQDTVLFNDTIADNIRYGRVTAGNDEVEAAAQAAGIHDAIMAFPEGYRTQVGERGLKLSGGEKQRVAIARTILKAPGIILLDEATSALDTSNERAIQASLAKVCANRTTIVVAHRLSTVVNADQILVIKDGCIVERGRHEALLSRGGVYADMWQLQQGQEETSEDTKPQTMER
* marks the source's active call; other numbers are inactive results; . = no result given. This is a subset, so the mix of outcomes need not match the whole.

SMILES	N-glyco inh	m5-HT2A agonist	MC4R antag cAMP	hiPSC survival	Cardio protect	aDG glyco act	ABHD5-PLIN5 inh	Exocytosis inh	MC4R ag barr	ABCB6 inh MLPCN
CCOc1ccc(CC2C(=O)NC(=O)N(c3ccc(CC)cc3)C2=O)cc1 (configuration not stated)	1	1	4	0.6	6	-0.2	-2	1	-2.1	93
O=C1NC(=O)N(c2ccccc2)C(=O)/C1=C/c1ccc([N+](=O)[O-])s1	1	-2	11	-1.2	2	1.1	-2	5	0.5	100
O=C(CCc1ccccc1)N1Cc2cc(-c3ccccc3)ccc2-n2nncc2C1	1	-6	.	-0.2	11	-0.1	8	-4	.	98
CN(c1ccc(OCC(=O)N2CCN(C/C=C/c3ccccc3)CC2)cc1)S(=O)(=O)c1cccs1	-3	-4	27	-0.6	-10	-0.3	8	0	2.9	92
CC(NCc1ccc(Cl)cc1)C(O)c1ccccc1 (configuration not stated)	8	0	2	-1.3	2	0.6	7	-2	-1.4	99
CC1CCCN(C(=O)CCl)C1 (configuration not stated)	1	-2	-2	-1.1	4	0.3	-3	0	-1.5	103
COc1ccc(NC(c2ccccc2)P(=O)(Oc2ccccc2)Oc2ccccc2)cc1 (configuration not stated)	2	1	10	-1.5	-3	-0.3	-4	0	-3.1	102
Fc1ccccc1CNCCc1ccc2c(c1)OCO2	3	21*	4	0.0	1	0.1	7	6	-0.5	97
N#CSCC(=O)N1c2ccccc2CCc2ccccc21	3	2	-19	-0.3	-15	-0.3	2	18	-0.1	102
CCN(CCCl)c1cc(CN(C)C)cc(NC(=O)c2ccc(C(=O)Nc3cc(CN(C)C)cc(N(CC)CCCl)c3)cc2)c1	-20	-6	-1	-4.4	-15	-0.5	12	-4	-0.5	107
C=CCN1C(=O)/C(=C/c2cc(C)n(-c3ccccn3)c2C)C(=O)NC1=S	0	3	9	-0.2	-8	-0.1	-7	-2	-0.1	99
Clc1cccc(Cl)c1C1N2CCCN12 (configuration not stated)	1	6	-1	0.2	3	-0.2	-12	6	-0.9	89

An excerpt of these results, as a markdown table:
| compound | N-glyco inh | m5-HT2A agonist | MC4R antag cAMP | hiPSC survival | Cardio protect | aDG glyco act | ABHD5-PLIN5 inh | Exocytosis inh | MC4R ag barr | ABCB6 inh MLPCN |
| --- | --- | --- | --- | --- | --- | --- | --- | --- | --- | --- |
| O=C1NC(=O)N(c2ccccc2)C(=O)/C1=C/c1ccc([N+](=O)[O-])s1 | 1 | -2 | 11 | -1.2 | 2 | 1.1 | -2 | 5 | 0.5 | 100 |
| COc1ccc(NC(c2ccccc2)P(=O)(Oc2ccccc2)Oc2ccccc2)cc1 (configuration not stated) | 2 | 1 | 10 | -1.5 | -3 | -0.3 | -4 | 0 | -3.1 | 102 |
| Fc1ccccc1CNCCc1ccc2c(c1)OCO2 | 3 | 21* | 4 | 0.0 | 1 | 0.1 | 7 | 6 | -0.5 | 97 |

(listing goes on)
SMILES	N-glyco inh	m5-HT2A agonist	MC4R antag cAMP	hiPSC survival	Cardio protect	aDG glyco act	ABHD5-PLIN5 inh	Exocytosis inh	MC4R ag barr	ABCB6 inh MLPCN
Cc1c(C=C2C(=O)N(C)C(=O)N(C)C2=O)c(=O)n(-c2ccccc2)n1C	2	3	17	1.4	4	-0.1	36*	2	0.9	102
COC(=O)C1=C(c2ccccc2)C[C@@H]2CC[C@H]1N2C(=O)NCc1ccc(C(F)(F)F)cc1	-3	-5	-5	-3.1	-4	0.1	7	-6	1.8	98
Cc1ccc(-n2c(O)c(C=NCc3ccccn3)c(=O)[nH]c2=S)cc1	4	8	12	-0.3	11	0.0	4	4	-1.0	100
CCOC(=O)C1C(=O)NC23CCCC2C1c1ccccc1O3 (configuration not stated)	1	-1	7	0.4	2	0.0	-1	3	-1.9	99
O=C(NCC1=C(c2ccc3ccccc3c2)C[C@@H]2CC[C@H]1N2Cc1ccco1)c1cccnc1	-2	-7	3	-1.2	4	0.0	1	6	-1.2	94
Nc1ccncc1	0	-3	4	0.9	-5	0.0	7	-2	-0.5	98
CC1CC(NC(=O)C2C3CCC(O3)C2C(=O)O)CC(C)(C)C1 (configuration not stated)	3	0	-5	-2.6	25	0.1	7	0	0.6	99
CC(=NNC(=S)N1CC2CCC(CC2)C1)c1nccs1	-11	-9	4	-2.4	24	-0.7	4	-3	-1.1	95
O=C(Cn1cc(C(=O)c2ccccc2)c2ccccc21)NCc1ccco1	0	-2	13	-0.5	1	-0.2	9	-2	0.2	97
CC(C)Sc1nnc([C@@H](N)Cc2ccccc2)o1	2	2	-7	-0.7	0	0.0	7	-2	0.1	99
CCc1ccccc1NC(=O)CSc1nnc([C@@H](N)Cc2c[nH]c3ccccc23)o1	0	1	19	-5.1	-3	-0.1	1	-3	6.5	96
Cc1nn(Cc2ccccc2)c(C)c1C(=O)NCc1ccccc1	0	-3	6	-0.2	10	0.1	-1	-2	-2.0	95
CN1CCN(c2nc3c(c(=O)[nH]2)CCC3)CC1	-1	0	5	0.6	22	-0.1	-6	-3	-0.8	101
O=C(CN1CCN(CCO)CC1)Nc1ccc(Cl)cc1C(=O)c1ccccc1	1	1	0	-1.6	5	0.4	7	0	-0.4	99
O=C(c1ccccc1)c1cn(CC(=O)N2CCCc3ccccc32)c2ccccc12	-2	-1	11	-0.3	2	0.8	-2	-4	-0.7	101
c1ccc(CNCCc2ccc3c(c2)OCO3)nc1	1	4	-2	4.1	3	0.2	-13	-2	-0.4	106
COC(=O)C1=C(c2ccccc2OCc2ccccc2)C[C@@H]2CC[C@H]1N2C(=O)NCc1ccc(Cl)cc1	-10	-6	16	-3.0	-11	0.9	2	-2	2.0	98
CC(C)c1oc(=O)cc2c1[C@@H](O)[C@H]1OC(=O)[C@@]3(C)C[C@@H](O)[C@@H](O)[C@@]2(C)C13 (some centres not stated)	-20	-2	0	-1.4	10	-0.1	2	-4	-0.6	103
CCOC(=O)C1(CCCc2ccccc2)CCN(C2CCCC2)CC1	-1	5	0	-1.9	-18	0.5	1	13	-1.5	95
Cc1nc2ccccc2c(=O)n1-c1ccncc1	1	2	-4	-0.7	-3	0.0	-3	-1	-1.7	97
COc1ccc2c(c1)C13CCN4CC5=CCOC6CC(=O)N2C1C6C5CC43 (configuration not stated)	4	3	5	0.6	7	0.4	3	-2	1.4	104
COc1ccc(C(=O)C2CCCN(Cc3ccc(C)s3)C2)cc1OC (configuration not stated)	-8	-3	2	1.3	-1	2.2	-4	-2	-1.9	94
Cc1[nH]nc2ccc(-c3cncc(OC[C@@H](N)Cc4c[nH]c5ccccc45)c3)cc12	-18	-2	-6	-4.2	-12	-0.6	14	-13	2.8	102
CCc1cc2c(cc1-c1csc(C/C(N)=N/O)n1)C(C)(C)CCC2(C)C	2	1	18	-2.0	-7	0.2	-8	-3	-2.6	91
CC(=Nc1ccc2c(c1)CCC2)c1c(O)n(C2CCCCC2)c(=O)[nH]c1=O	1	9	5	0.1	-6	-0.1	9	-2	-0.3	95
N#Cc1ccc2nc(-c3ccc(CN4CCC(n5c(=O)[nH]c6ccccc65)CC4)cc3)c(-c3ccccc3)nc2c1	.	2	.	0.9	.	-0.8	16	31	.	93
O=C(COc1ccc(Cl)cc1)N(c1ccc(Cl)cc1)C1CN2CCC1CC2 (configuration not stated)	-1	-7	2	-0.9	-5	0.2	3	36	-0.8	100
CCC1CO/C(=C(\C(Cl)=C(Cl)Cl)[N+](=O)[O-])N1Cc1ccc(Cl)nc1 (configuration not stated)	2	7	6	0.1	4	-0.1	3	9	-0.4	98
Cc1cccc(NC(=O)[C@@H](NC(=O)N2C[C@H]3C[C@@H](C2)c2cccc(=O)n2C3)C(C)C)c1	2	-3	6	0.0	2	0.2	-4	-4	-0.1	97
C=CCc1cc(C=C2C(=O)NC(=O)NC2=O)cc(OC)c1OCc1ccc(C(=O)O)cc1	2	-4	2	-1.0	-1	0.8	-4	-9	-4.3	100
CC1CCCCN1C(=O)Cn1cc(C=C2C(=O)N(C)C(=O)N(C)C2=O)c2ccccc21 (configuration not stated)	-1	-2	7	-0.2	10	0.0	6	-4	-2.8	100
Cc1ccc(N)cc1C	2	6	12	-0.4	9	-0.2	8	0	0.0	99
CCCCn1c(O)c(C(CC)=NC(C)c2ccccc2)c(=O)[nH]c1=O (configuration not stated)	2	-4	7	0.3	-6	0.3	-3	-2	-0.7	99
O=C(NP(=O)(N1CC1)N1CC1)c1cc(I)ccc1I	1	4	-1	2.2	4	-0.3	1	3	0.3	90
Clc1ccc2[nH]c3c(c2c1)CCNC3	-1	16*	-1	-0.7	12	0.2	7	6	-0.2	99
N#CC1=C(N)Oc2c(c(=O)oc3ccccc23)C1c1ccncc1 (configuration not stated)	2	5	-2	3.6	7	0.3	8	1	1.3	96
CN(C)C(CNC(=O)Cc1ccc(Br)cc1)c1ccccc1 (configuration not stated)	-1	-7	9	-0.5	7	0.0	-1	13	-0.9	96
CCOP(=O)(OCC)C(NC(=O)c1ccccc1)=C(Cl)Cl	1	5	15	0.4	0	-0.2	0	-3	0.2	100
C[C@H]1CCC/C=C/C2C[C@H](O)CC2[C@H](O)/C=C/C(=O)O1 (some centres not stated)	-2	-8	11	-4.7	10	-0.3	0	7	-0.4	94
O=C1NC(=S)NC(=O)C1=Cc1ccc(Br)s1	8	3	13	-0.8	-18	0.0	-11	72*	-1.0	108
COC(=O)C1=C(c2ccc(F)cc2OCc2ccccc2)C[C@@H]2CC[C@H]1N2C(=O)NCCOc1ccccc1Cl	-8	-5	9	-1.3	0	0.2	7	-15	-1.2	93
COc1ccccc1CN1CCN(C(=O)COc2cccc(C)c2)CC1	-1	-6	6	-1.7	12	0.3	4	0	-1.2	107
CC(C)C(NC(=O)C(C(C)C)N(C)C)C(=O)N(C)C(C(=O)N1CCCC1C(=O)N1CCCC1C(=O)NCc1ccccc1)C(C)C (configuration not stated)	9	-2	-25	-1.9	0	-0.2	-9	15	0.7	104
CN1C(=O)N(C)C(=O)C2(Cc3cc([N+](=O)[O-])ccc3N(C)C2c2ccccc2)C1=O (configuration not stated)	3	0	8	-1.1	-2	-0.3	1	8	0.2	104
O=[N+]([O-])c1cc(F)c(N2CCCCC2)cc1Br	-5	-1	5	3.8	-7	0.0	-2	-8	0.4	91
CCSc1nnc([C@@H](N)Cc2ccccc2)o1	1	1	11	-1.8	-4	0.1	2	1	-1.5	99
COc1ccc(-n2c(C)nc3cc(C(=O)N4CCC5(CC4)OCCO5)ccc32)cc1	0	4	-1	0.5	6	-0.3	5	-1	0.6	108
CN1C(=O)NC(=O)/C(=C/c2ccc(C(=O)O)cc2)C1=O	3	5	-4	-0.2	16	0.3	15	-7	2.9	104

Screens (PubChem)
